Compound activity (PubChem BioAssay)
FBPA coupling cs: counter-screen for Giardia aldolase inhibitors: coupling enzyme system; coupling enzyme system counterscreen, AmpLite Red fluorescence; activity change, negative = inhibition, % at 58.2 µM, hits read low; 0.67% of 290,000 active; in the data active means activity change below about -30%; further: on the % scale 0 is the no-effect control and ±100 the full control effect
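Fluorescence at 525 nm excitation and 598 nm emission measured inhibition of the coupled detection system without aldolase. Compounds (at 57.5 uM final) were preincubated 10 min at room temperature with coupling enzyme reagent before a 20 min substrate/AmpLite Red step.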
PKM2 act: activators of human pyruvate kinase M2 | P14618 | purified PKM2, Kinase-Glo ATP luminescence, activation; response scale: 0% is enzyme alone, no compound | Potency, µM (highest dose often 57.5 µM), inactives show at the top dose activation, actives largely listed as activators | 0.34% of 260,000 active | AID 1631; further: potency means the concentration at half of the fitted maximal effect; on the % scale 0 is the no-effect control and ±100 the full control effect; nearly all actives have a fitted effect of over 55% in size
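Purified hPK-M2 (>95% pure) converted ADP (0.1 mM final) to ATP with 0.5 mM PEP in 50 mM imidazole pH7.2, KCl, MgCl2, Tween 20, BSA; 1 h at room temperature. ATP detected by Kinase-Glo luminescence.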
Giardia killer: kills Giardia lamblia; AID 540267; Giardia lamblia trophozoite viability; 0.15% of 340,000 active; activity change, % at 7.66 µM, hits read low; in the data active means activity change below about -80%; inconclusive means between about -30% and that limit;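 further: parasites exposed to compound for two days anaerobically before the ATP read; on the % scale 0 is the no-effect control and ±100 the full control effect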
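Trophozoites 100 cells/well + cpd; 48 hrs, 37 deg C, anaerobic. ATPLite 1-Step added, 15-30 min RT, luminescence read (ATP-based viability).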
B2AR arrestin: recruits beta-arrestin to the human beta2-adrenergic receptor; beta-arrestin recruitment to beta2AR, cell-based reporter; 0.02% of 330,000 active; AID 492947; Potency, µM (doses to about 46.1 µM), without a hit: top-dose activation, most hits filed as activators;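 further: potency means the concentration at half of the fitted maximal effect; 0% = DMSO controls and full agonism = EC100 isoproterenol or metaproterenol; nearly all actives have a fitted effect of over 65% in size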
Menin MLL FP TR: menin-MLL binding inhibition, Texas Red mutant peptide | Potency, µM (doses to about 61.6 µM), for inactives: top-dose FP activity change, negative = inhibition, hits mostly inhibitors | 0.23% of 270,000 active | AID 1768 | Menin + Texas Red MLL mutant peptide, fluorescence polarization; active means well fitted inhibition curve with a large enough effect in the polarisation, with a control signal flat, not every such curve was filed as active; inconclusive means small, poorly fitted or top-dose-only effect, or effect the other way, or a change in a side signal; inactive means no such curve, though single readings can be large or run the other way; the % refers to the polarisation; further: potency means the concentration at half of the fitted maximal effect; % of control where 0% means no effect; many of its hits are not listed in these tables
Tb PFK block: inhibitors of T. brucei phosphofructokinase; 0.17% of 330,000 active; T. brucei PFK, ADP-Glo luminescence; Potency, µM (doses to about 57.5 µM), without a hit: top-dose activity, negative = inhibition, actives largely listed as inhibitors; O15648; AID 485367;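 further: potency means the concentration at half of the fitted maximal effect; 0% = uninhibited 1x PFK enzyme wells and -100% = no-enzyme wells; nearly all actives have a fitted effect of over 60% in size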
Target sequence (O15648 whole entry, looked up): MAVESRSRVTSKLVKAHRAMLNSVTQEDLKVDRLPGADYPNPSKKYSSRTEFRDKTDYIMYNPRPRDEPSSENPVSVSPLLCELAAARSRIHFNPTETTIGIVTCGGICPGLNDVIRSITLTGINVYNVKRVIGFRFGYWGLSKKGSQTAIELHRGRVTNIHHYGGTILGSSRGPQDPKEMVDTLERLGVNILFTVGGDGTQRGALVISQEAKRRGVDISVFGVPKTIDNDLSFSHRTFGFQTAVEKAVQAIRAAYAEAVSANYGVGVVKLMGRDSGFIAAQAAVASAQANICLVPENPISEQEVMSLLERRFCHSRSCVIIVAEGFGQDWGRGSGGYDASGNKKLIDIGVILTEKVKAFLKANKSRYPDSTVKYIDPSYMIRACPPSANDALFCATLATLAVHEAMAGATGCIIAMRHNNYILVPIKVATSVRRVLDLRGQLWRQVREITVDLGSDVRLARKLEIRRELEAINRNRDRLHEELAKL
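In TEA buffer at pH 8.0 with 5 mM MgCl2, enzyme (1.25 nM) converted F6P (0.5 mM) and ATP (0.1 mM) for 45 min at room temperature. ADP product was read by luciferase luminescence.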
Integrin act MD: activators of alpha7 integrin expression for muscular dystrophy | alpha7betagal myoblasts, beta-gal FDG fluorescence, 48 h | Potency, µM (series often up to 38.3 µM), for the others: at the top dose activation, actives largely listed as activators | 0.064% of 350,000 active;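 further: potency means the concentration at half of the fitted maximal effect; 100% = response of the positive control SU9516; nearly all actives have a fitted effect of over 60% in size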
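Alpha7betagal+/- myoblasts (passage 13) were plated 16-24 hr, then exposed to compounds (1:260 dilution of DMSO stock) for 48 hours at 37C. After MPER lysis, β-galactosidase reporter activity was read as FDG fluorescence (ex 480/em 540) after 30 minutes.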
TSG101-PTAP inh: blocks PTAP/TSG101 interaction to inhibit HIV-1 budding | Q99816 | Fluorescence polarization, FITC-PTAP peptide / Tsg101 binding | Potency, µM (top dose mostly 115 µM), for inactives: at the highest dose activity change, negative = inhibition, most hits filed as inhibitors | 340,000 tested, under 10 active; active means well fitted inhibition curve with a large enough effect in the main read-out, with a control signal flat, not every such curve was filed as active; inconclusive means small, poorly fitted or top-dose-only effect, or effect the other way, or a change in a side signal; inactive means no such curve, though single readings can be large or run the other way; further: potency means the concentration at half of the fitted maximal effect; % of control where 0% means no effect
Target sequence (Q99816 whole entry, looked up): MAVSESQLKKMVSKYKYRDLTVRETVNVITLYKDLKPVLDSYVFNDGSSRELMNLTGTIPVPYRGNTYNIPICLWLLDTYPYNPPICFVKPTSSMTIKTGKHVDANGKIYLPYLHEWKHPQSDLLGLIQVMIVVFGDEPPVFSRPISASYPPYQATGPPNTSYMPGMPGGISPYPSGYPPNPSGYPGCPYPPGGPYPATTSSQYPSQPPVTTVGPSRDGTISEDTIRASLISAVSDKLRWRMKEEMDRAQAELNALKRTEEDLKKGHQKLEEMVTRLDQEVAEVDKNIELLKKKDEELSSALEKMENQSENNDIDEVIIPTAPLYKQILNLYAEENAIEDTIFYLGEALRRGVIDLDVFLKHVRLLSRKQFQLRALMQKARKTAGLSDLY
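Tsg101 binding domain (10 uM final) was mixed with compound and a FITC-labeled PTAP peptide (50 nM final) in HEPES pH 7.5 buffer with NaCl, Tween 20, EDTA and TCEP; fluorescence polarization was read after 20 min at r.t.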
GALK inhibitor: galactokinase (human) inhibition; Purified GALK, Kinase-Glo residual ATP luminescence; Potency, µM (doses to about 57.5 µM), without a hit: at the top dose activity change, negative = inhibition, usual class: inhibitors; 0.007% of 270,000 active; AID 1868; further: potency means the concentration at half of the fitted maximal effect; on the % scale 0 is the no-effect control and ±100 the full control effect
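Galactose (100 uM) and ATP (35 uM) were turned over by 5 nM GALK for 1 h at RT. Kinase-Glo Plus then converted the remaining ATP into a luminescent signal.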
BCR signal inh: inhibitors of chronic active B-cell receptor signaling. ABC-DLBCL IkBa-CBG/CBR reporter, luminescence ratio, 4 h. 0.05% of 340,000 active. AID 493014. Potency, µM (doses to about 46.1 µM), for inactives: at the highest dose ratio change, negative = lower green/red ratio, most hits filed as inhibitors; active means well fitted inhibition curve with a large enough effect in the signal ratio, with a control signal flat, not every such curve was filed as active; inconclusive means small, poorly fitted or top-dose-only effect, or effect the other way, or a change in a side signal; the % refers to the signal ratio;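 further: potency means the concentration at half of the fitted maximal effect; plate controls were basal doxycycline-induced cells for no effect and cells given 10 µM MG132 for full effect; MG132 reads +100%, hits lower the ratio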
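TMD8 human ABC-DLBCL cells with doxycycline-inducible IκBα–green luciferase fusion and unfused red luciferase, in 0.5% FBS medium; compounds up to 46 uM, 4 h at 37C. Green/red luminescence ratio, filter-overlap corrected, fitted to concentration-response curves.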
S-ASM inh: human S-ASM enzyme inhibition; P17405; placental ASM, HMU-PC fluorogenic substrate, 60 min; Potency, µM (top dose mostly 57.5 µM), without a hit: top-dose activity change, negative = inhibition, actives largely listed as inhibitors; 0.006% of 340,000 active; AID 504937; further: potency means the concentration at half of the fitted maximal effect
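Human placenta-derived ASM enzyme was preincubated with compound for 10 minutes at room temperature, then given fluorogenic substrate HMU-PC0 (9 uM final) for 60 minutes at 37 °C; a pH 10 stop preceded fluorescence reading at Ex 386/Em 447 nm.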
* marks the source's active call; other numbers are inactive results; ? = inconclusive; . = no result given; [ ] = another dose, or the depositor's remark. Unless noted, the call rests on the fitted dose curve; in most records, active means well fitted curve in the direction sought with a large enough effect; inconclusive means small, poorly fitted or top-dose-only effect, or another doubt; inactive means no such curve, though single readings can be large; an effect the other way counts as inactive or inconclusive. This is a subset (hit frequency here may not be typical).

SMILES | FBPA coupling cs | PKM2 act | Giardia killer | B2AR arrestin | Menin MLL FP TR | Tb PFK block | Integrin act MD | TSG101-PTAP inh | GALK inhibitor | BCR signal inh | S-ASM inh
COc1cccc(CNC(=O)C2CCN(S(=O)(=O)c3c(C)nn(C)c3C)CC2)c1 | -2 | -6% | 17 | 2.1% | 0% | 4% | -6% | -2% | 1% | -9% | 0%
CC1CCN(C(=O)COc2ncnc3ccccc23)CC1 | 2 | 5% | -7 | 0.2% | 4% | 4% | 12% | -1% | -1% | 6% | 2%
CC(C)(C)NC(=O)COc1ccc(CNCCc2ccccc2)cc1 | -3 | -4% | -7 | -0.2% | -14% | 3% | -1% | 4% | -2% | 1% | 3%
CSc1nsc(SCC(=O)Nc2ccc(O)c(C(=O)O)c2)n1 | 17 | -6% | -24 | 0.2% | ? | -22% | ? | -5% | 15% | -11% | 3%
CCCCn1c(-c2sccc2C)n[nH]c1=S | -3 | 0% | ? | ? | -11% | 3% | -27% | -2% | -2% | ? | -1%
O=C(N/N=C/c1ccc(O)c(O)c1O)/C(=C/c1ccc([N+](=O)[O-])cc1)NC(=O)c1ccccc1 | -27 | 12% | -6 | 0.1% | ? | 24µM* | -14% | -1% | -1% | ? | ?
CCOC(=O)c1[nH]c(C)c(C(=O)OCC(=O)NCc2ccc(Cl)cc2)c1C | . | . | -2 | 0.0% | . | 0% | -15% | -3% | . | -1% | -2%
O=c1[nH]c(N2CCOCC2)nc2ncn(Cc3ccccc3)c12 | 5 | -5% | 8 | 0.1% | -9% | 8% | -18% | -4% | 0% | -6% | 0%
O=C(O)c1cc(N/N=C/c2ccc(-c3ccc(F)cc3)o2)ccc1Cl | 5 | 4% | -15 | -0.5% | ? | 0% | 7% | -6% | 3% | ? | 75%[activator]
CCO/C=C1\C(=O)N(c2ccccc2)C(=O)c2ccccc21 | 0 | 2% | 1 | -0.3% | -12% | -3% | 7% | -2% | 6% | -2% | 195%[activator]
O=C1C(=O)N(Cc2ccccc2)C(=O)N1CCOc1ccccc1 | 1 | -1% | -9 | -0.2% | 3% | 1% | -9% | -3% | 1% | 14% | 2%
O=C(CC1C(=O)NCCN1Cc1ccccc1C(F)(F)F)NCCc1ccccn1 (stereo unspecified) | -8 | -1% | 10 | -0.1% | -14% | -4% | 8% | -7% | 6% | 9% | 14%
Cc1cc(NC(=O)CSc2nnc(C)c(=O)[nH]2)no1 | 1 | -1% | -1 | 0.2% | 2% | 2% | 10% | -3% | 3% | -2% | -4%
O=C(C1CCC(=O)N(C2CCCCCC2)C1)N1CCN(c2ccccc2Cl)CC1 (stereo unspecified) | -2 | . | -25 | -0.1% | ? | 2% | -12% | -1% | -3% | -3% | -1%
O=C(CC1CCCC1)OCn1nnc2ccccc2c1=O | 4 | -1% | -15 | 0.2% | 1% | 4% | 5% | -6% | 7% | 2% | -3%
Cc1cc(C)c(NC(=O)CSc2nc3ccccc3c(=O)n2CCCN2CCOCC2)c(C)c1 | . | . | -26 | -0.4% | . | -2% | 3% | -5% | . | 0% | -3%
CN1CCN(C(=O)c2ccc(Oc3ccc([N+](=O)[O-])cc3)cc2)CC1 | 0 | 0% | 1 | -0.1% | -22% | 5% | 0% | -2% | 4% | ? | 2%
CSc1nnc(-c2nnc(SC)n2-c2ccccc2)n1-c1ccccc1 | 1 | 0% | -13 | -0.3% | ? | -7% | -8% | 2% | 1% | 0% | -3%
CC(=O)c1cccc(NC(=O)Nc2cnn(Cc3ccc(Cl)cc3Cl)c2)c1 | -1 | -10% | -3 | -0.3% | ? | 4% | -28% | -4% | -1% | 0% | -20%
CNS(=O)(=O)c1cccc(C(=O)OCC(=O)Nc2ccc3ccccc3c2)c1 | . | . | -7 | -1.8% | . | 3% | 10% | 0% | . | 4% | -7%
Cc1ccc(C)c(S(=O)(=O)NCCCn2ccnc2)c1 | 7 | -8% | -10 | 3.5% | -2% | 3% | -21% | -3% | 1% | 0% | 2%
Cc1ccc(O)c(NC(=O)CN(C)S(=O)(=O)c2ccc(Cl)cc2)c1 | 0 | 2% | -9 | -0.6% | . | 5% | -42% | -2% | -4% | 4% | -2%
COc1ccccc1N1CCN(C(=O)c2cc(-c3ccc(C)cc3)on2)CC1 | 3 | 9% | 8 | -0.2% | 6% | 1% | 8% | -3% | 0% | 6% | -16%
CC12CCC(=O)N1C(C(=O)Nc1nc3ccccc3s1)CS2 (stereo unspecified) | . | . | -5 | 0.2% | . | 1% | ? | -3% | . | 11% | 0%
Cc1ccccc1NC(=O)Cc1nnc(SCC(=O)NC2CCCCC2)n1C | 2 | -3% | -27 | -0.1% | -29% | -1% | -32% | -13% | 1% | 0% | 3%
Cc1ccccc1C(=O)Oc1ccc2ccc(O)cc2c1 | -5 | 0% | -6 | 0.3% | ? | 0% | 4% | 0% | -9% | ? | -4%
COC(=O)c1ccccc1NC(=O)CS(=O)(=O)Cc1nc(-c2ccc(C)cc2)oc1C | 0 | 1% | -6 | 0.0% | 2%[11.7 µM] | 1% | -1% | -2% | 2% | -7% | -20%
Cc1ccc(NC(=O)C2CC(=O)N(CCc3ccccc3)C2)cc1Cl (stereo unspecified) | . | . | 9 | -0.9% | . | 20% | -6% | -5% | . | -1% | -4%
Cc1ccc(/C=C/C2=NN(Cc3ccccc3)C(=O)CC2)cc1 | 0 | -6% | -1 | -0.1% | -9% | -8% | -14% | -4% | -2% | ? | -15%
COc1cc(SC)ccc1C(=O)NCc1ccccc1 | 1 | -13% | -6 | 0.3% | ? | -14% | -13% | 0% | -1% | ? | -1%
Cc1ccc(S(=O)(=O)N(C)C)cc1NC(=O)COC(=O)/C=C/c1ccc2c(c1)OCO2 | 1 | -4% | -4 | -0.2% | 6% | 0% | -48% | -4% | -2% | 0% | 1%
CCOC(=O)c1oc2ccc(CNC3CCCCC3)c(Cl)c2c1C | 3 | -3% | -2 | 0.7% | 12% | -6% | -58%[inhibitor] | -2% | 0% | ? | -3%
COc1ccc(CNC(=O)c2cc(-n3cnnc3)ccc2Cl)cc1 | -2 | -1% | 13 | 0.0% | -1% | -1% | 13% | -1% | 1% | ? | -1%
COc1ccc(-c2cc(-c3n[nH]c(=S)n3-c3cccc4ccccc34)[nH]n2)cc1 | 4 | 12% | 0 | -0.9% | 11% | -2% | 14% | -1% | -2% | -19% | -16%
CC(C)(C)SCCNC(=O)c1ccc(NS(C)(=O)=O)cc1 | 1 | 16% | 14 | 0.0% | 9% | -10% | 10% | -4% | 1% | 0% | 1%
COc1ccc(CCn2c(=O)[nH]c3cc(C(=O)NCCc4ccccc4)ccc3c2=O)cc1OC | 6 | 3% | . | -0.8% | -8% | 2% | . | . | -2% | -2% | .
CN1/C(=C\C=N\NC(=O)c2cccnc2)C(C)(C)c2ccccc21 | -8 | -13% | -5 | -0.4% | 1% | -1% | 7% | -5% | 8% | ? | 0%
Cc1ccc(NC(=S)NC2CCSc3ccccc32)cc1C (stereo unspecified) | . | -3% | -3 | -0.3% | . | 0% | -15% | -6% | 1% | ? | -6%

Marked active in Tb PFK block, of those listed so far:
smiles | PKM2 act | B2AR arrestin | Menin MLL FP TR | Tb PFK block | Integrin act MD | TSG101-PTAP inh | GALK inhibitor | BCR signal inh | S-ASM inh
O=C(N/N=C/c1ccc(O)c(O)c1O)/C(=C/c1ccc([N+](=O)[O-])cc1)NC(=O)c1ccccc1 | 12% | 0.1% | ? | 24µM* | -14% | -1% | -1% | ? | ?

Arranged by the number under Menin MLL FP TR (descending): four of the compounds above
Compound	Menin MLL FP TR
CCOC(=O)c1oc2ccc(CNC3CCCCC3)c(Cl)c2c1C	12%
CC(C)(C)SCCNC(=O)c1ccc(NS(C)(=O)=O)cc1	9%
Cc1ccc(C)c(S(=O)(=O)NCCCn2ccnc2)c1	-2%
Cc1ccccc1NC(=O)Cc1nnc(SCC(=O)NC2CCCCC2)n1C	-29%
